# Screens as filed in PubChem BioAssay.
# mABHD4 FP = ABHD4 inhibitors, primary screen, biochemical, fluorescence polarization, mouse | (Lyso)-N-acylphosphatidylethanolamine lipase (Mus musculus), Q8VD66 | purified mABHD4, FP-Rh probe fluorescence polarization | AID 720543, 2013 | inhibition, % at 8.92 µM | 370,000 compounds, 0.54% hits;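 active = inhibition exceeding the mean over every tested compound plus 3 SD, cut at about 30% in these data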;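 note: 0% = plate median of compound wells and 100% = S159A mutant with DMSO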
#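 Test system: mABHD4 protein | Buffer or medium: HEPES pH 7.0 buffer, 150 mM NaCl, 0.01% Pluronic F-127 | Probe or stimulus: FP-Rh fluorescent activity-based probe, added after compound pre-incubation | Timing: Pre-incubation 45 min, probe exposure 60 min, at 25 °C | Technique: Fluorescence polarization, excitation 525 nm, emission 598 nm, BODIPY TMR filters | Repeats: Single well per compound (singlicate)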
# TDP2 absorb = human TDP2 enzyme inhibitors, primary screen, biochemical, epi absorbance, recombinant enzyme; Tyrosyl-DNA phosphodiesterase 2 (Homo sapiens), O95551; T5PNP hydrolysis, p-nitrophenol absorbance 415 nm; inhibition, % at 12.8 µM; 370,000 compounds, 0.34% hits; AID 720702, 2013;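 active = inhibition above the mean of all tested compounds plus 3 SD, set per campaign, cut at about 25% in these data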;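 note: 0% = DMSO with enzyme and 100% = buffer with substrate but no TDP2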
#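 System – recombinant human TDP2 · Amount – 120 nM TDP2 per well · Buffer or medium – Mg2+-containing Tris-HCl buffer, pH 7.5 · Reagent – T5PNP substrate, 5 mM · Dosing – 12.8 µM single point, 1% DMSO · Incubation – 2 h at 37 °C · Measured by – epi absorbance · Read-out basis – percent inhibition · Benchmarks – high control without enzyme, low control DMSO plus TDP2 · Repeats – singlicate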
# HTRA1 inh = HTRA1 serine protease inhibitors, primary screen, biochemical, fluorescence polarization, HTS; inhibition, % at 5.96 µM; recombinant HTRA1, FP-rhodamine activity-based probe; 340,000 compounds, 0.5% hits; in the data active = inhibition above about 36%;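 note: 0% = enzyme with DMSO and 100% = wells lacking enzyme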
# rCAG RNA binder = binders of r(CAG) RNA repeats, primary screen, biochemical, fluorescence; 370,000 compounds, 1.3% hits; r(CAG) RNA repeat, TO-PRO-1 dye displacement fluorescence; AID 651821, 2012; inhibition, % at 3 µM;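 active = inhibition above the plate cutoff, the mean of all test compounds on that plate plus 3 SD, cut at about 35% in these data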;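 note: 0% = DMSO alone and 100% = 100 µM mitoxantrone as full dye displacement; higher means more dye released from RNA so lower well fluorescence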
# LEDGF integ inh = blockers of LEDGF/p75-dependent integrase strand transfer – biochemical, TR-FRET, high throughput, primary screen | HIV-1 integrase (with human LEDGF/p75) | TR-FRET IN-LEDGF/p75 DNA integration, Eu/Cy5 | inhibition, % at 3.7 µM | 370,000 compounds, 0.64% hits | AID 743269, 2014;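 active = inhibition above the screen-wide mean plus 3 SD, cut at about 13% in these data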;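 note: signal is the Cy5 over europium emission ratio at 671 and 618 nm; 0% = plate median of compound wells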
# MBD2 inh = inhibitors of MBD2 binding to methylated DNA, primary screen, biochemical, TR-FRET, DNA-binding domain, human; MBD2 binding to methylated oligonucleotide; Methyl-CpG-binding domain protein 2 (Homo sapiens), Q9UBB5; AID 686964, 2013; 370,000 compounds, 0.31% hits; inhibition, % at 4.4 µM; in the data active = inhibition above about 13%
# Target sequence (Q9UBB5 whole entry, looked up, the tested form may be a part): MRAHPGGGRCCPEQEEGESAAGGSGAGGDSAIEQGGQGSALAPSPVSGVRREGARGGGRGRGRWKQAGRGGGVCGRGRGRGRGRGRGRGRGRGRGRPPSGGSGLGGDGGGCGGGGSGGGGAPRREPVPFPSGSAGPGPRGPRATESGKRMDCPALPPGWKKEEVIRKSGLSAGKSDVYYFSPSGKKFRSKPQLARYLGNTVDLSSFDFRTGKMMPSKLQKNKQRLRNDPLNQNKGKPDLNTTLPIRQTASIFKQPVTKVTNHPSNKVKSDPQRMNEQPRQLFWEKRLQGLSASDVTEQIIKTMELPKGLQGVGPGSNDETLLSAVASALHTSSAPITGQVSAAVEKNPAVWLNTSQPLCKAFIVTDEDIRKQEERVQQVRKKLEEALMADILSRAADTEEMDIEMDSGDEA
# GC-B act = human GC-B receptor activators, primary screen, HEK293 GC-B cells, cGMP TR-FRET, EC30 CNP; Atrial natriuretic peptide receptor 2 (Homo sapiens), P20594; 370,000 compounds, 0.11% hits; activation, % at 10 µM; AID 1920062, 2024; 0% at EC30 CNP, 100% saturating CNP;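 active = activation at 10 µM reaching about 35% in either raw or pattern-adjusted values, limit read from the data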
# PRMT1 FP inh = PRMT1 methyltransferase inhibitors, primary screen, biochemical, fluorescence polarization; Protein arginine N-methyltransferase 1 (Homo sapiens), Q99873; recombinant PRMT1, activity-based probe fluorescence polarization; inhibition, % at 2.79 µM; 370,000 compounds, 1.3% hits;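 active = inhibition above about 21% made by adding two undisclosed values, limit read from the data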
# Target sequence (Q99873 whole entry, looked up): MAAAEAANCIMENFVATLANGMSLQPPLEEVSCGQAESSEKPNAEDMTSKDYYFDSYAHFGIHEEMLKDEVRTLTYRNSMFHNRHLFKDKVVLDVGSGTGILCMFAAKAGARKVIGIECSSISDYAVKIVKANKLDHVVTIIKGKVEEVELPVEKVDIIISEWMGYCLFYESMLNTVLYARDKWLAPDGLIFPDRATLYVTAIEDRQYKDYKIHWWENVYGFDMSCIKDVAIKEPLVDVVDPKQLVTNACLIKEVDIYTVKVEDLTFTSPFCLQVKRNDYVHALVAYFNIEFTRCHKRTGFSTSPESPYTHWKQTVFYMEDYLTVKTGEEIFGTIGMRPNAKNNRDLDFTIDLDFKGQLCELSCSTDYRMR
# SIAE primary = human SIAE inhibitors, primary screen, biochemical, fluorescence polarization, FP-Rh probe, 1536-well HTS; Sialate O-acetylesterase (Homo sapiens), Q9HAT2; SIAE FP-Rh probe binding; inhibition, % at 9.66 µM; 370,000 compounds, 0.69% hits; AID 1053197, 2014;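 active = inhibition above a cutoff: mean of compounds within the control limits plus 3 SD of those, cut at about 17% in these data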;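 note: 0% = plate median of compound wells and 100% = probe without SIAE protein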
# TCR-CD3 inh = inhibitors of human TCR-CD3 interaction, primary screen, biochemical, fluorescence, TAMRA-labeled TCR probe; AID 651800, 2012; 360,000 compounds, 0.37% hits; T-cell receptor (TCR); inhibition, % at 9.4 µM; in the data active = inhibition above about 19%;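 note: recombinant mutant TCR 2C K166C tagged with TAMRA read by polarization; 0% = receptor in buffer alone and 100% = receptor with positive control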
# Active calls of the source: *; · = no result given.
# Sample of the layout:
SMILES,mABHD4 FP,TDP2 absorb,HTRA1 inh,rCAG RNA binder,LEDGF integ inh,MBD2 inh,GC-B act,PRMT1 FP inh,SIAE primary,TCR-CD3 inh
COc1cccc(-c2nnn(CCC(=O)O)n2)c1,2.4,-5.3,-6.4,-1.9,4.5,-6.3,-0.8,1.7,1.3,7.9
O=C1CSC(c2ccc([N+](=O)[O-])cc2)N1Cc1ccccc1 (stereo unspecified),0.9,-0.9,2.0,-2.4,0.1,-3.9,-1.5,-0.1,3.0,-0.1
O=C(CCN1C(=O)C2CCCCC2C1=O)N1CCN(S(=O)(=O)c2cccc(F)c2)CC1 (stereo unspecified),-3.8,0.2,-2.3,-3.8,5.4,-1.5,-0.8,-4.5,3.2,7.2

# The listing, repeating the preview:
SMILES,mABHD4 FP,TDP2 absorb,HTRA1 inh,rCAG RNA binder,LEDGF integ inh,MBD2 inh,GC-B act,PRMT1 FP inh,SIAE primary,TCR-CD3 inh
COc1cccc(-c2nnn(CCC(=O)O)n2)c1,2.4,-5.3,-6.4,-1.9,4.5,-6.3,-0.8,1.7,1.3,7.9
O=C1CSC(c2ccc([N+](=O)[O-])cc2)N1Cc1ccccc1 (stereo unspecified),0.9,-0.9,2.0,-2.4,0.1,-3.9,-1.5,-0.1,3.0,-0.1
O=C(CCN1C(=O)C2CCCCC2C1=O)N1CCN(S(=O)(=O)c2cccc(F)c2)CC1 (stereo unspecified),-3.8,0.2,-2.3,-3.8,5.4,-1.5,-0.8,-4.5,3.2,7.2
Cc1cc(NC(=O)CSc2nc(=O)n(CCN(C)C)c3c2CCCC3)no1,5.0,-11.4,5.5,-1.9,0.1,-1.3,-2.7,-3.7,-3.3,-6.8
CCN(CC)CC(=O)Nc1c(C#N)cnn1-c1ccccc1,-1.8,-1.1,·,-5.7,-0.3,-3.5,3.7,0.3,2.5,0.0
Cc1ccnc(SC2CC(=O)N(c3ccc(C(C)C)cc3)C2=O)n1 (stereo unspecified),2.6,-2.6,2.6,-5.7,-0.7,1.2,0.7,5.2,-0.9,0.9
Cc1ccc(N2C(=O)C(Cc3ccc(O)cc3)NC2=S)cc1C (stereo unspecified),-12.9,-2.0,-0.6,1.0,3.6,0.0,3.3,1.4,-4.9,-8.4
O=C(NC1CCCC1)C1CCCN(S(=O)(=O)c2ccc(-n3cnnn3)cc2)C1 (stereo unspecified),11.7,5.1,-4.7,2.3,-0.8,1.4,10.3,-2.3,4.4,3.1
N#Cc1ccccc1OCC(=O)Nc1ccc(S(=O)(=O)N2CCOCC2)cc1,-1.7,-4.5,-12.2,3.1,-0.5,-2.1,-1.6,-0.3,-2.8,-3.0
COC(=O)c1nn(-c2ccccc2)c(Cl)c1/C=N/OC(=O)c1ccc(Cl)c(Cl)c1,1.6,0.8,-1.0,0.3,0.3,-0.5,-7.9,-3.5,-2.4,-7.2
CC(=O)Oc1ccc2oc3c(c2c1)C(=O)CCC3,5.0,2.8,-3.3,2.5,-3.2,-2.3,3.4,-2.1,-4.3,6.0
CCOC(=O)CNC(=O)Cc1ccc(OC)cc1,0.0,15.3,-2.7,-1.4,6.1,1.5,-0.6,-3.6,5.6,-1.6
Clc1ccc(N=C2SCCS2)cc1,0.7,-0.6,-4.8,-2.5,0.6,-2.7,2.0,-0.7,14.7,-3.5
CN(CC(=O)Nc1ccc(Cl)cc1)c1ccc(S(=O)(=O)N2CCCCC2)cc1[N+](=O)[O-],1.4,-2.0,-5.7,3.4,-2.6,2.8,1.5,2.8,-45.8,-2.8
S=c1[nH]nc(-c2cccnc2)o1,-0.1,15.9,2.7,0.6,0.6,4.1,-5.2,1.2,3.9,7.1
O=C(COC(=O)C1CCN(c2ccc(C(F)(F)F)cn2)CC1)Nc1ccc(Cl)cc1,-12.2,-10.4,-41.0,1.7,1.9,6.7,1.5,0.0,-30.8,-2.9
COc1ccc(OC)c2c(C)c(C)[nH]c12,-5.7,-4.8,3.7,-0.8,-3.0,-2.7,3.7,-4.2,-1.4,4.2
O=C(c1ccco1)N1CCN=C1SCc1ccc(F)cc1,-2.4,5.7,-4.9,3.3,1.6,-1.8,-4.2,-1.6,-1.2,-3.5
CC(C)C[C@H]1CN=C(Nc2ccccc2)N1CCC1CCCCC1,9.1,1.3,-6.6,4.4,-0.2,-6.0,-14.1,-0.9,7.5,1.9
COc1ccc(NC(=O)C2CC(=O)n3cnnc3S2)cc1 (stereo unspecified),3.4,5.0,3.7,6.5,-1.1,-4.3,1.3,74.2*,4.8,10.3
O=C(Nc1ccccc1N1CCCC1)C1CCCO1 (stereo unspecified),-0.3,-6.2,3.6,-2.7,-0.5,-2.3,3.1,5.8,0.0,0.7
C=CC[C@@H](CC(=O)N(CCO)Cc1ccccc1)C(=O)N[C@H](COC(=O)[C@@H](CC=C)Cc1ccc(F)cc1)Cc1ccccc1,-27.6,-3.4,-61.7,-1.7,-2.6,-3.3,-8.2,-2.5,-12.2,-0.5
CCOc1ccc(NC(=O)CN(C)c2ccc(S(=O)(=O)N3CCOCC3)cn2)cc1OCC,-1.2,3.9,4.2,-1.5,15.3*,-2.6,-2.7,0.0,13.4,6.1
COc1cc(OC)c(C(=O)OCC(=O)N2CCOCC2)cc1OC,4.1,-4.1,5.8,-1.8,-8.3,2.6,2.0,1.5,-0.6,-6.5
C/C=C/c1cccc(-c2nc(C(=O)N3CCOCC3)cc3c2[C@@H](CCO)N(C(=O)NC(C)C)C3)c1,6.4,12.7,·,3.2,1.4,4.8,1.5,-0.3,0.1,4.7
CC(C(=O)NC(=O)NC1CCCCC1)N1CCN(C(c2ccccc2)c2ccccc2)CC1 (stereo unspecified),3.9,0.1,-8.1,0.9,-0.1,-0.2,-7.0,-4.3,2.7,5.2
CCOC(=O)NCc1ccc2c(c1)OCO2,10.9,-3.7,3.3,1.4,-5.2,5.4,0.7,1.5,-10.9,3.5
COc1ccc(N(CC(=O)Nc2nccs2)S(=O)(=O)c2c(C)nn(C)c2C)cc1,3.6,13.0,4.0,3.1,0.5,2.5,-3.5,-4.6,-4.0,5.7
O=S(=O)(c1ccc(SCCOc2ccccc2)nc1)N1CCCC1,-10.2,5.0,-4.1,0.2,1.9,0.1,2.7,1.0,2.3,3.6
CN1CCN(C(=O)CSc2nnc(COc3ccc(Cl)cc3)o2)CC1,-0.2,-2.2,-1.4,-1.1,-0.6,1.9,6.0,-1.1,-7.3,5.0
Cc1ccc(C(=O)NC2CCCC(C)C2C)cc1S(=O)(=O)N1CCCCC1 (stereo unspecified),-5.0,-3.8,-19.6,-2.3,-4.6,6.7,1.4,7.6,-4.9,-3.5
Cc1ccc(S(=O)(=O)N2CCN(C(=O)CC(C)n3nc(C)c(Cl)c3C)CC2)cc1 (stereo unspecified),-1.4,6.5,-3.0,-4.7,2.8,1.9,2.9,-0.3,-6.9,4.9
COC(=O)c1c(NC(=O)CN2CCN(c3ccccc3OC)CC2)c2c(C)cccc2n1C,-7.2,-4.8,·,-2.9,-0.6,4.0,7.0,2.4,-2.0,-7.4
O=C1CC[C@H](OCc2ccccc2)CCN1[C@H](CSc1ccccc1)Cc1ccccc1,-20.1,-6.8,-25.1,-4.4,-3.2,-6.5,-5.4,1.8,1.7,-1.2
c1cnc(N2CCN(Cc3c[nH]c4ccccc34)CC2)nc1,2.1,-1.5,0.1,-0.8,-2.8,7.3,-3.3,-3.8,3.5,-10.1
Cc1ccc(CN2CCN(/N=C\C=C\c3ccccc3)CC2)cc1,-3.6,10.8,-6.7,-7.5,-1.1,-3.0,-0.6,0.3,6.5,4.8
CCCCn1c(SCC(=O)Nc2cccc(C)n2)nnc1-c1ccco1,3.4,-12.7,0.8,-6.3,0.4,-1.9,-5.8,1.2,-1.1,5.6
COc1ccc(C2CC(c3cccs3)=NN2c2ccccc2)cc1 (stereo unspecified),1.3,-1.1,1.2,2.6,-2.3,3.3,-4.8,1.6,4.3,1.9
COc1ccc(S(=O)(=O)NC2CC2)cc1Cl,-11.5,-0.7,9.4,-3.0,6.5,7.8,4.0,1.0,-9.0,-6.9
Cc1cc(Cl)ccc1C(O)c1ncc(-c2ccc(Cl)cc2)[nH]1 (stereo unspecified),-7.1,-6.1,·,0.7,-0.8,5.0,-7.1,2.5,-1.9,-4.5
NC(=O)c1cc2ccccc2oc1=NCc1ccccc1,1.9,-11.4,2.2,-1.1,-4.3,-1.0,-3.6,0.2,-2.0,4.3
COCCNC(=O)c1ccc2ccccc2n1,0.1,9.0,0.9,0.8,-1.6,-0.3,1.4,-2.3,3.8,3.5
C=C(C)CSc1nc2sc(C)c(C)c2c(=O)n1C,6.0,1.5,·,0.8,-2.4,0.1,1.3,0.6,-1.4,·
Cc1cnc(C(=O)OCC(=O)N(Cc2ccccc2)C(C)(C)C)cn1,-1.6,-10.4,3.1,1.2,1.6,-5.0,8.1,-2.9,3.4,-7.1
COc1cc([N+](=O)[O-])cc(/C=N/NC(=O)c2cc(C)nc3ccccc23)c1O,19.0,-27.4,6.0,25.6,-10.1,-7.3,0.7,9.6,-3.9,23.5*
O=C(O)COc1ccc(NC(=O)c2ccc3c(c2)C(=O)N(C2CCCCC2)C3=O)cc1,-0.8,11.9,-3.1,3.4,1.1,-3.7,-0.6,-1.4,-0.2,2.5
O=C(CSc1ncn[nH]1)c1cc2ccccc2o1,-14.4,1.2,-3.3,4.0,-1.6,-0.3,4.6,3.4,0.1,1.5
Cc1cn2c(=O)c(C(=O)N3CCN(c4ccccc4)CC3)cnc2s1,1.4,1.0,3.8,-2.1,0.3,0.6,-1.4,-1.8,5.3,4.2
Cc1c(NC(=S)Nc2ccccc2)c(=O)n(-c2ccccc2)n1C,-2.3,-0.8,4.0,-1.1,6.1,-5.0,-1.4,-2.4,5.0,6.8
O=C(Nc1ccc2nc(-c3ccco3)[nH]c2c1)c1ccco1,6.1,2.9,10.7,-0.3,1.4,-2.4,-0.3,14.7,-0.1,-2.8
CC12CCCCC1NS(=O)(=O)OC2 (stereo unspecified),8.2,12.7,-10.5,-0.1,0.4,3.0,-2.8,-3.2,2.9,1.3
COc1ccc(C(=O)Nc2ccc(Nc3ccccc3)cc2)cc1Br,7.8,-1.6,23.4,3.0,2.3,-0.7,-5.1,-1.9,8.3,1.6

# Not all compounds are listed (hit frequency here may not be typical).
